Source: PubChem BioAssay
DNA FID counter – fluorescent intercalator displacement, NS3 helicase counter-screen. inhibition, % at 7.9 µM. DNA fluorescent intercalator displacement, fluorescence. AID 1845. 290,000 tested, 0.17% active; in the data active means inhibition above about 37%;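 further: 0% = vehicle and 100% = reference compound; higher means more ethidium bromide displaced from hairpin DNA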
HCV NS3 hel inh – HCV NS3 helicase inhibition | NS3 helicase DNA unwinding, Cy5 molecular beacon fluorescence | inhibition, % at 10.9 µM | 290,000 tested, 0.56% active;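 active means inhibition above the mean of all tested compounds plus 3 SD, set per campaign, cut at about 35% in these data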;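 further: 0% = DMSO wells and 100% = thioflavine S control wells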
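assay system = NS3 helicase fragment of HCV | buffer or medium = MOPS pH 6.5, MgCl2, DTT, Tween20, BSA | timing = 60 min unwinding reaction at 25 °C after ATP addition | signal = Cy5 beacon fluorescence read at start and 1 h | read-out basis = % inhibition of unwinding | control set = low DMSO, high thioflavine S at 110 µM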
UBC9 SUMO inh – inhibitors of human SUMOylation (UBC9) | P63279 | HTRF SUMOylation assay, SAE1/SAE2 + UBC9, in vitro | inhibition, % at 35 µM | 290,000 tested, 0.36% active | AID 2006; in the data active means inhibition above about 50%, passing the limit was not always enough; further: strong numbers were not always called active
Target sequence (P63279 whole entry, looked up): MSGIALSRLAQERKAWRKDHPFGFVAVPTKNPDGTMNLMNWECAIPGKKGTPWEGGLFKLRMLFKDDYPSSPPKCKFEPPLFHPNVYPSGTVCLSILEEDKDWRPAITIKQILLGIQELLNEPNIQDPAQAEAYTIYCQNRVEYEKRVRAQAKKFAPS
VIM-2 inh – inhibitors of Pseudomonas aeruginosa VIM-2 metallo-beta-lactamase. 290,000 tested, 0.89% active. inhibition, % at 5.6 µM. purified VIM-2, nitrocefin hydrolysis, epi-absorbance fluorescence. AID 1527;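 active means inhibition above the mean of all tested compounds plus 3 SD, cutoff set per screening run, cut at about 7.5% in these data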;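 further: red hydrolysis product quenches plate fluorescence so inhibitors raise well fluorescence; 0% = enzyme with DMSO and 100% = DMSO without enzyme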
MEKK3 PB1 HTS – modulators (inhibitors or enhancers) of MEK5 binding to human MEKK3 PB1 domain. bead-based flow cytometry, Alexa488-MEK5 binding to MEKK3; actives lie on both sides; 0 = blocked by unlabeled MEK5, 100 = vehicle. binding response (% of control), % at 10 µM. 290,000 tested, 1.4% active. AID 1529;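 active means binding response more than 3 SD above or below the average of its plate-row segment, actives on both sides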;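 further: Alexa488 bead fluorescence after subtracting the streptavidin-only scavenger bead signal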
Target sequence (Q99759 whole entry, looked up, the tested form may be a part): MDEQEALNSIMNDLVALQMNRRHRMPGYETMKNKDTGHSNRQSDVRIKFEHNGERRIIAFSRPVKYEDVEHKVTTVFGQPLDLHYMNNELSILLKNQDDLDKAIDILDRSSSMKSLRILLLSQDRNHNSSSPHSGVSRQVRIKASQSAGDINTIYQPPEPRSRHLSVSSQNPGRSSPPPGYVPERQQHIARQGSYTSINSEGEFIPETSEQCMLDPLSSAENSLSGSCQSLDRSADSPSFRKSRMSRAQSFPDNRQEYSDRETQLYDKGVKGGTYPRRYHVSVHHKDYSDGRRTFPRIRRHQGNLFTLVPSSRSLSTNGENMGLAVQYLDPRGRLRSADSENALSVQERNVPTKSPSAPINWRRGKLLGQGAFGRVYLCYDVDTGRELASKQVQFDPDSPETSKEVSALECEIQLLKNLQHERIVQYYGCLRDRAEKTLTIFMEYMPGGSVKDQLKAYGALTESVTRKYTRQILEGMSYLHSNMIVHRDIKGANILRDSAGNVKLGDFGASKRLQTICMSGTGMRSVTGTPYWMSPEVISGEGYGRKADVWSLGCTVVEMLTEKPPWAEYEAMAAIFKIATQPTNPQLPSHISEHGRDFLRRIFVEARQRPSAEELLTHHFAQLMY
p-CIP stab down – compounds decreasing mouse p/CIP protein stability | AID 1984 | decrease of EGFP signal, % at 10 µM | 290,000 tested, 0.01% active | F442A p/CIP-EGFP cells, EGFP fluorescence, 16 h | Q05BA5;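 active means EGFP signal decrease of at least 30% at 10 µM or well 3 SD below plate mean, unless failing retest; inactive means the rest, including hits failing retest or dose response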; further: some compounds called inactive have numbers as strong as hits; many of its hits are not listed in these tables
IMP-1 inhibitor – inhibitors of Pseudomonas aeruginosa IMP-1 metallo-beta-lactamase; AID 1556; inhibition, % at 5.6 µM; 290,000 tested, 0.45% active; purified IMP-1, nitrocefin hydrolysis, epi-absorbance fluorescence;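 active means inhibition above the mean plus 3 SD of all compounds in the same screening run, cut at about 4.5% in these data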;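 further: 0% = IMP-1 with DMSO and 100% = DMSO wells lacking enzyme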
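Assay system: purified IMP-1; Quantity: IMP-1 0.2 nM before substrate addition; Medium: HEPES buffer pH 7.1 with ZnSO4 and Brij 35; Incubation: 15 min enzyme–compound preincubation, then 25 min nitrocefin reaction, 25 °C; Signal: fluorescence quenching readout, ex 480/em 530 nm; Controls: DMSO with and without IMP-1; Repeats: singlicate testing.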
IDE act – IDE (human) activation, cell-based; P14735; HEK cells, FAbeta-B cleavage, fluorescence polarization; 0% vehicle, 100% cell-free pure enzyme wells; activation, % at 5.96 µM; 340,000 tested, 0.073% active;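 active means activation above the mean of all tested compounds plus 3 SD, set per screening campaign, cut at about 17% in these data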
PHOSPHO1 inh – inhibitors of human PHOSPHO1 phosphatase; recombinant PHOSPHO1, absorbance phosphatase assay; inhibition, % at 13.3 µM; 290,000 tested, 1.1% active; in the data active means inhibition above about 60%
Target sequence (Q8TCT1 whole entry, looked up): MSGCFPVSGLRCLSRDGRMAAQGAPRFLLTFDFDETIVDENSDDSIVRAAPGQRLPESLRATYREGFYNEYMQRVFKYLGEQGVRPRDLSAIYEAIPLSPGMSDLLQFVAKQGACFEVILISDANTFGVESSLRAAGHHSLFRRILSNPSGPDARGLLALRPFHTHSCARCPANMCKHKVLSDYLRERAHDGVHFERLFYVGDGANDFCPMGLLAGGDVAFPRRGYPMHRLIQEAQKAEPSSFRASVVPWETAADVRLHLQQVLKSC
Numbers without * were called inactive; / = not tested or not shown. This is a subset. The share of hits here may be higher or lower than overall.

compound,DNA FID counter,HCV NS3 hel inh,UBC9 SUMO inh,VIM-2 inh,MEKK3 PB1 HTS,p-CIP stab down,IMP-1 inhibitor,IDE act,PHOSPHO1 inh
O=C1/C(=C/c2cccs2)SC(=S)N1C1CCS(=O)(=O)C1 (configuration not stated),0.0,1.4,8.8,0.8,84.0,-3.6,-1.0,/,36.8
O=C(O)Cc1ccc2c(c1)N(S(=O)(=O)c1cccs1)CC(C(=O)O)O2 (configuration not stated),0.3,4.0,4.2,-1.3,99.0,7.3,-2.8,0.4,43.1
O=C(N=C1SC2CS(=O)(=O)CC2N1c1cc(Cl)ccc1Cl)C1CCCO1 (configuration not stated),-19.9,8.1,-11.3,0.1,99.0,1.6,0.0,3.6,34.4
COc1ccc(C(=O)N2CCCC(CCC(=O)NCc3ccc(F)c(F)c3)C2)cc1F (configuration not stated),-35.5,-3.8,1.8,-1.1,95.0,-9.1,-2.3,-0.2,10.5
COc1ccc(CN2C3CCC2CC(NC(=O)c2cccc(F)c2)C3)cc1 (configuration not stated),0.9,-6.6,9.3,-0.9,106.0,-4.5,-2.6,7.2,44.9
CCOC(=O)C1CCCN(Cc2sccc2C)C1 (configuration not stated),-0.1,0.8,22.6,-1.0,101.0,-13.9,-2.0,7.0,9.1
Cc1nn(Cc2ccccc2Cl)c2sc(C(=O)NCCCn3ccnc3)cc12,8.9,-18.2,9.3,-1.3,115.0,-4.8,-6.5,-2.6,16.8
OCC[C@@H]1C[C@@H](O)[C@H](O)[C@]2(OCc3ccccc32)O1,-3.4,-8.6,7.4,0.4,100.0,14.3,-0.3,6.5,20.2
CCOC(=O)CC(=O)Nc1cc(Cl)ccc1O,-8.5,11.0,26.3,-4.6,96.0,-7.1,-3.7,-0.8,-18.5
Nc1nc(-c2ccccc2)[nH]c(=O)c1N=O,-3.6,0.5,19.7,-3.0,94.0,-2.3,-2.4,-2.0,22.6
O=[N+]([O-])c1ccc(-c2nnc(-c3ccccc3)c(NCCCO)n2)cc1,-0.3,-1.5,-5.9,-0.8,106.0,2.2,-2.1,3.8,19.7
Cc1ccc(C2(C(F)(F)F)NC(=O)N3C(=C2C#N)Nc2ccccc23)cc1 (configuration not stated),2.4,4.4,14.7,-3.9,100.0,6.4,-5.4,-0.3,-2.1
O=C(Nc1ccc(F)cc1)NC1(C(=O)NCc2ccco2)CCCCC1,-3.8,9.7,25.3,-0.6,101.0,-4.7,0.8,1.8,11.2
CC12CCC(=O)C=C1CCC1C2C(=O)CC2(C)C1CC[C@]2(O)C(=O)CO (some centres not stated),-11.0,1.1,-0.4,-2.4,101.0,3.6,-1.4,-1.0,35.1
O=C(Nc1nc2ccc(SC(F)F)cc2s1)c1ccc2c(c1)S(=O)(=O)c1ccccc1C2=O,-4.1,13.8,-6.8,-1.2,104.0,-0.9,-2.5,/,-12.0
COCc1[nH]nc2c1C1(CCC3(CC1)OCCO3)C(C#N)=C(N)O2,-1.2,-0.8,23.5,-0.9,121.0,-9.0,-2.4,1.5,8.6
Fc1ccc(NC(=S)N2CCN(C/C=C/c3ccccc3)CC2)c(F)c1,5.0,3.5,-4.5,0.8,55.0,9.8,-0.1,2.9,43.9
O=C(C1CCOCC1)N1CCCC(N2CCN(c3cccc(Cl)c3)CC2)C1 (configuration not stated),-25.5,21.2,3.7,-0.4,99.0,-4.6,-4.3,-1.2,23.5
Cc1c(N=CN2CCOCC2)c(=O)n(C)c(=O)n1C,1.4,-3.6,-7.1,-4.2,114.0,7.2,-0.2,4.4,2.9
CCn1c(SCC(=O)O)nnc1-c1cc2c(C)nn(-c3ccccc3)c2s1,-29.3,7.0,26.4,10.2*,100.0,3.9,-3.0,1.7,20.8
CCOC(=O)c1c(N)sc(C(=O)N2CCCC(C(N)=O)C2)c1C (configuration not stated),-3.9,6.5,/,-1.8,103.0,/,-2.7,-0.1,/
O=C(CCN1C(=O)/C(=C/c2cccs2)SC1=S)NNC(=O)c1cccc(O)c1,-0.5,4.5,17.9,3.9,98.0,8.4,-1.2,2.5,35.7
COc1ccc(-c2nc(CS(=O)(=O)CC(=O)NCCc3ccc(C)cc3)c(C)o2)cc1,-26.7,0.6,2.3,-1.4,102.0,5.4,6.2*,-1.8,11.6
O=C(C1=C(O)C(=O)N(CCN2CCOCC2)C1c1cccnc1)c1cc2ccccc2o1 (configuration not stated),-5.9,-3.6,19.7,-1.5,83.0,-1.4,-0.8,-1.6,49.9
COc1ccc(N2CCN(C(=O)c3cc4c(s3)-c3ccccc3S(=O)(=O)C4)CC2)cc1,-8.0,1.1,4.6,-3.4,82.0,-7.7,-3.6,-11.3,32.2
Cc1cccc(N2CCN(C(=O)c3cn(C)c(=O)c4c3c3ccccc3n4C)CC2)c1C,-0.3,0.2,-26.2,-1.8,/,-5.5,-1.8,-6.0,6.0
O=C(c1cc(-c2ccccc2)nc2ccccc12)N1CCN(c2ccccc2O)CC1,-42.6,-12.3,-11.6,-0.6,100.0,-1.7,0.1,3.8,42.6
COc1cc(OC)cc(-n2nnnc2SCC(=O)N2CCCC2)c1,-17.2,5.5,-4.2,-1.4,93.0,-3.0,-5.0,-0.3,-17.5
O=C(COc1ccc(Cl)cc1)Nc1nnc(C2=COCCO2)o1,-7.4,5.9,8.3,-2.5,101.0,-1.1,-5.9,1.4,0.6
CCC(C)NC(=O)CSc1n[nH]c(-c2cc(Cl)ccc2OC)n1 (configuration not stated),-15.5,1.8,4.1,-0.7,100.0,12.7,-0.5,-1.0,-20.0

Profiles from above:
`O=C(N=C1SC2CS(=O)(=O)CC2N1c1cc(Cl)ccc1Cl)C1CCCO1` (configuration not stated) is entered as DNA FID counter = -19.9; HCV NS3 hel inh = 8.1; UBC9 SUMO inh = -11.3; VIM-2 inh = 0.1; MEKK3 PB1 HTS = 99.0; p-CIP stab down = 1.6; IMP-1 inhibitor = 0.0; IDE act = 3.6; PHOSPHO1 inh = 34.4
`O=C(C1CCOCC1)N1CCCC(N2CCN(c3cccc(Cl)c3)CC2)C1` (configuration not stated) is entered as DNA FID counter = -25.5; HCV NS3 hel inh = 21.2; UBC9 SUMO inh = 3.7; VIM-2 inh = -0.4; MEKK3 PB1 HTS = 99.0; p-CIP stab down = -4.6; IMP-1 inhibitor = -4.3; IDE act = -1.2; PHOSPHO1 inh = 23.5

Continued.
compound,DNA FID counter,HCV NS3 hel inh,UBC9 SUMO inh,VIM-2 inh,MEKK3 PB1 HTS,p-CIP stab down,IMP-1 inhibitor,IDE act,PHOSPHO1 inh
Cc1cc(-c2nnc(SCC(=O)Nc3ccccc3Cl)n2C)no1,-9.1,-3.3,9.0,-1.9,104.0,-11.4,-2.8,0.4,1.5
CCOC(=O)c1c(NC(NC(=O)C(C)C)C(Cl)(Cl)Cl)sc2c1CCC2 (configuration not stated),-15.7,16.4,-10.9,-2.5,104.0,2.9,-5.0,5.5,-2.2
CCOC(=O)c1oc2nc3c(cc2c1N)COC(C)(C)C3,-0.2,-9.3,8.8,-0.3,103.0,-11.2,0.8,1.6,-12.8
Cn1cnnc1SCC(=O)Nc1ccc2nc(SCc3cccc4ccccc34)sc2c1,-19.9,-6.0,1.1,2.1,97.0,-4.8,0.5,-11.6,4.6
CC1(C)CC(=O)C=C(OC(=O)c2ccc(Cl)cc2)C1,-0.5,4.8,-5.3,-2.5,104.0,-3.8,-1.1,5.1,10.7
CC(NC(=O)CSc1nc2ccccc2c(=O)[nH]1)c1ccccc1 (configuration not stated),-6.2,0.9,-4.4,0.8,/,-13.5,0.5,-11.1,29.1
COC(=O)c1cc(NC2c3ccccc3C(=O)N2CCN2CCOCC2)cc(C(=O)OC)c1 (configuration not stated),-17.3,-0.8,9.4,-1.4,110.0,-0.3,-4.0,-0.4,-3.3
COc1ccc(Sc2nc(-c3ccccc3)ncc2C(=O)O)cc1,-20.8,7.2,18.7,0.6,100.0,-1.4,-1.9,-6.2,47.0
CCOC(=O)c1cc(=O)[nH]c2ccccc12,-2.3,-12.6,14.2,-3.7,104.0,-10.0,-3.8,5.4,35.3
COc1cc2nc(SCc3ccc(Cl)cc3Cl)n(Cc3cccs3)c(=N)c2cc1OC,2.5,-23.1,-18.5,-3.6,90.0,2.8,-1.7,1.5,11.5
CCCCN(C(=O)c1cc(=O)[nH]c2ccccc12)c1c(N)n(CCCC)c(=O)[nH]c1=O,-10.3,6.2,1.1,-0.1,102.0,16.7,-1.4,5.2,14.2
COC(=O)c1c(C)noc1-c1ccc(Cl)cc1,-4.7,-0.9,13.3,-1.7,99.0,-2.4,-2.2,-0.5,31.6
C=CCSc1nnc(NC(=O)c2cccc(S(=O)(=O)N(C)c3ccccc3)c2)s1,-5.2,1.4,18.0,1.1,105.0,-14.7,-2.2,4.2,11.2
COc1ccc(C2NC(=S)NC3=C2CCc2cc(OC)ccc23)cc1 (configuration not stated),-8.2,-1.9,-9.5,-0.7,105.0,-4.0,-2.5,3.6,8.0
CCCC(C)NS(=O)(=O)c1ccccc1 (configuration not stated),-2.4,-5.3,26.2,-1.1,96.0,-4.8,-3.1,2.2,-6.0
CCc1nc2cc([N+](=O)[O-])c([N+](=O)[O-])cc2[nH]1,-2.6,-0.8,4.3,1.0,101.0,5.6,-2.5,1.9,18.9
O=C(N/N=C/c1c[nH]c2ccccc12)c1ccccc1,0.2,-0.1,9.4,-3.2,104.0,-6.2,-7.0,2.5,/
COc1ccc(CCNC(=O)COC(=O)CCC(=O)c2ccc(F)cc2)cc1,-13.8,-6.6,14.6,-2.0,101.0,15.5,-1.4,4.5,24.1
Cc1cccc(OCC(=O)Nc2ccccc2C(=O)N2CCOCC2)c1,-1.5,-7.0,-1.5,1.5,130.0*,4.7,-0.2,1.7,-4.5
C/C(=N/n1cnnc1)c1cccnc1,-0.1,-5.4,24.2,-3.9,99.0,-5.6,-2.9,9.1,-8.4
CC(=O)C1=C(C)NC(SCC(N)=O)=C(C#N)C1c1cccnc1 (configuration not stated),2.0,6.6,7.8,-1.1,110.0,8.8,-1.0,-6.9,43.2
Cc1cc(C)c(NC(=O)C(C)Sc2nc3ccc(N4C(=O)c5ccccc5C4=O)cc3s2)c(C)c1 (configuration not stated),-6.1,0.9,-8.2,-0.7,100.0,-8.7,-0.9,2.6,13.9
Cc1ccc(CCNC(=O)C2CCC(CNc3c(N4CCCC4)c(=O)c3=O)CC2)cc1 (configuration not stated),-26.2,1.5,15.8,-0.1,/,-23.0,-3.8,3.4,-1.3
O=C(Cn1cncc1-c1ccc([N+](=O)[O-])cc1)Nc1ccccc1F,1.1,2.5,9.9,-4.6,101.0,-10.9,-3.7,7.9,7.1
O=C(c1ccccc1)c1ccc(OCC(O)CNCc2cccc(Cl)c2)cc1 (configuration not stated),30.8,-36.8,-20.3,4.8,104.0,-13.3,2.0,-4.7,/
